Htt clearance: mutant huntingtin protein clearance; HeLa Exon1htt(103Q)mCFP, aggregate imaging; zero = plate's median compound well; inhibition, % at 1.5 µM; 47,000 compounds, 0.42% hits; AID 853;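 active = inhibition of aggregate fluorescence above about 70%, also judged a hit by eye on the cell image, limit read from the data, passing the limit was not always enough; inconclusive = no rule stated for this call; inactive = not judged a hit on image review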;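 also: cells exposed to compound for three days before fixation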
Htt clearance grain fraction: also measured in Htt clearance; calls as there; fraction fluorescence in grains; measured here: aggregate grain fluorescence fraction; active compounds read low;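 scaled fraction of total cell fluorescence in grains with unit not stated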
* = called active by the depositor; i = inactive; ? = inconclusive; nt = no result given. Only part of the results is shown; rates above refer to the full screens.

SMILES	Htt clearance	Htt clearance grain fraction
Cc1ccc(S(=O)(=O)C2(C(=O)N3CCCC(C)C3)CC2)cc1 (stereo unspecified)	7	33
C/C(=N\NS(C)(=O)=O)c1ccc(C)cc1	24	15
Cc1cc(C)nc(SCc2nc3ccccc3n2C)n1	-35	28
C=CCNC(=S)NNc1ncnc2sc3c(c12)CC(C)(C)OC3	-39	41
O=C(CN1CCC(C(O)(c2ccccc2)c2ccccc2)CC1)Nc1cc(Cl)ccc1Cl	-6	35
COC(=O)C1CCN(C(=O)c2cc(OC)c(OC)c(OC)c2)CC1	8	31
Nc1nsc2ccccc12	2	22
COc1ccc2c(=O)c(-c3nc(C)cs3)coc2c1	21	15
O=C(Nc1ccccn1)C12CC3CC(C1)CC(C(=O)Nc1ccccn1)(C3)C2	-3	19
Cc1cc(N2CCN(C(=O)c3ccco3)CC2)n2nc(-c3cccc(F)c3)cc2n1	16	34
Cc1cc(=O)c2c(O)c(O)ccc2o1	35	26
CCC1CCCCN1C(=O)CSc1nnc(-c2ccc(Cl)s2)o1 (stereo unspecified)	2	18
Cc1cc(C)nc(N2CCC(C(=O)NCCc3ccc(F)cc3)CC2)n1	40	12
Cc1ccc2cc(CN(CC3CCCO3)S(=O)(=O)c3ccccc3)c3nnnn3c2c1 (stereo unspecified)	-139	48
CCN(CC)c1ccc(NC(=O)c2[nH]c(C)c(C(C)=O)c2C)c(C)c1	-42	28
CCOC(=O)c1nn(-c2ccccc2F)c(-c2ccccc2)c1C(=O)c1ccccc1	6	35
CC(=O)Nc1ccc(NC(=O)c2c(C)nc3ccccn23)cc1	21	27
COc1ccc(S(=O)(=O)N2CCCC(C(=O)Nc3ccc(OC)c(OC)c3)C2)cc1 (stereo unspecified)	-8	43
O=c1c2cnn(-c3ccccc3)c2ncn1Cc1ccccn1	-11	41
COCc1nc2ccccc2n1CCOc1ccccc1OC	-35	46
O=C(NCCCN1CCC(Cc2ccccc2)CC1)C1CCN(S(=O)(=O)N2CCOCC2)CC1	-92	71
O=C1CCc2cc(S(=O)(=O)N3CCC(C(=O)NCCC4=CCCCC4)CC3)ccc2N1	-69	84
CCCn1c(=O)c(C(=O)Nc2ccccc2)c(O)c2ccccc21	-1	18
O=C(O)CCCCCn1c(SCC(=O)N2CCCC2)nc2ccsc2c1=O	29	26
CC(=O)Nc1ccc(N/C=C/C(=O)c2ccco2)cc1	-5	18
COC(=O)c1ccc(C)c(NS(=O)(=O)c2ccc(OC)cc2)c1	i	162
CCCC(c1nnnn1CCC(C)C)N1CCC(C(N)=O)CC1 (stereo unspecified)	14	18
Cc1ccc(S(=O)(=O)c2c(N)n(CCN3CCOCC3)c3nc4ccccc4nc23)cc1C	63	7.5
CCOc1ccccc1NC(=O)c1ccccc1-c1nc(-c2ccccc2OC)no1	-36	50
CC1Cc2ccccc2N1C(=O)COC(=O)Cn1cnc2ccccc2c1=O (stereo unspecified)	-1	37
NCCc1nnc(SCc2ccc(F)cc2)o1	24	23
CCc1nnc(NC(=O)CCN2C(=O)c3ccccc3S2(=O)=O)s1	2	18
CCOC(=O)c1ccccc1NC(=O)/C(C)=C/C(=O)O	25	23
Nc1nnc(SCc2ccc(F)cc2)s1	28	12
Cc1ccccc1NC(=O)CC1S/C(=N/c2nccs2)N(C)C1=O (stereo unspecified)	7	35
Cc1cccc(NC(=O)Cn2cnc3ccccc3c2=O)c1C	16	26
O=C(CSc1nc2ccccc2[nH]1)c1ccco1	20	18
Cc1cc(CCC(=O)O)c(C)cc1CCC(=O)O	23	27
CC(C)CCNC(=O)c1ccc2c(c1)ncn2C1CCCCC1	-10	44
O=C1c2cccnc2C(O)N1Cc1ccccc1 (stereo unspecified)	-27	40
N#Cc1nc(COc2ccccc2)oc1NCCCn1ccnc1	47	9.8
CCCN1C(=O)c2cc(C(=O)NC3CCCC3)ccc2C1O (stereo unspecified)	-42	48
Cc1cccc(C)c1-n1c(C)cc(/C=N\Nc2ccc([N+](=O)[O-])cn2)c1C	-48	29
Cc1c(NC(=S)/C=C2\N(C)c3ccccc3C2(C)C)c(=O)n(-c2ccccc2)n1C	4	38
CC(C)CNS(=O)(=O)c1ccccc1C(=O)N1CCCCC1	-16	42
c1ccc(-c2cc(N3CCCCC3)nc(-c3ccccc3)n2)cc1	-69	28
COc1cc(NS(=O)(=O)c2ccc(OC)c(OC)c2)cc(OC)c1	6	18
CCn1cc(C(=O)NCc2ccco2)c2cc(OC)c(OC)cc2c1=O	-55	25
CCOC(=O)c1[nH]c2cc(OC)c(OC)cc2c1NC(=O)CN1CCN(C)CC1	-8	39
Cc1ccc(SCC(=O)NCc2ccco2)cc1	38	12
(further entries)
SMILES	Htt clearance	Htt clearance grain fraction
COC(=O)c1ccccc1NC(=O)CSc1nnnn1C	-13	21
COc1ccc(C(=O)n2nc(-c3ccco3)nc2N)cc1	-72	31
CC(C)Oc1ccc(CNCCC2(C(C)C)CCOC(C)(C)C2)cc1 (stereo unspecified)	?	nt
CCOc1cc(C2NC(=O)N(C)C(C)=C2C(=O)OC)cc(Br)c1O (stereo unspecified)	40	11
COC(=O)c1cccc(NC(=O)c2ccco2)c1	-8	19
CCOC(=O)c1[nH]c(C)c(C(=O)Nc2cc(OC)ccc2OC)c1C	i	210
CS(=O)(=O)N1CCN(c2ccc(NC(=O)C(c3ccccc3)c3ccccc3)cc2)CC1	67	5.9
Nc1nc(CN2CCN(Cc3ccc4c(c3)OCO4)CC2)nc(Nc2ccccc2)n1	-16	23
CCN1CCN(C(c2cc(OC)c(OC)c(OC)c2)c2nnnn2C(C)C)CC1 (stereo unspecified)	-44	50
COC1(OC)N=C(N)C2(C#N)C(c3ccc(C)cc3)C12C#N (stereo unspecified)	-5	46
COc1ccc2[nH]cc(C(=O)CN3CCN(C/C=C/c4ccccc4)CC3)c2c1	-12	22
O=C(NCCCN1CCCCC1)c1ccc2c(c1)NC(=O)C(N1CCCCC1)S2 (stereo unspecified)	54	20
COc1ccc(OC)c(S(=O)(=O)n2nc(C)cc2C)c1	-32	31
O=C(N/N=C/c1c(Cl)cccc1Cl)c1ccc(F)cc1	15	28
COc1cccc(NC(=O)CSc2ccccn2)c1	-19	43
COc1ccc(C(=O)n2c(-c3ccco3)nc3ccccc32)cc1	24	29
O=C(O)CC(SCc1ccc(C(=O)O)o1)C(=O)O (stereo unspecified)	27	27
O=C(Nc1ccc2c(c1)OCO2)C1Cc2ccccc2CN1S(=O)(=O)c1cccs1 (stereo unspecified)	2	34
Cc1cc(C(F)F)nn1CC(=O)NCc1ccccc1F	-28	26
O=C(CN1CCCC1=O)NC1(C(F)(F)F)NC(=O)N(Cc2ccccc2)C1=O (stereo unspecified)	-6	40
CCn1cnc2sc(C(=O)N3CCN(c4ccc(OC)cc4)CC3)c(C)c2c1=O	21	27
CC(=O)/C=C(/C)NC(Cc1c[nH]c2ccccc12)C(=O)O (stereo unspecified)	-20	23
Cn1nc(C(=O)NCc2ccccn2)c2ccccc2c1=O	-9	21
Nc1nnnn1N=C1CCCCC1	-2	36
CSc1ccccc1C(=O)Nc1cccc(C(C)O)c1 (stereo unspecified)	-42	26
CCOC(=O)N1CCC(NC(=O)C2CCCN2C(=O)OCc2ccccc2)CC1 (stereo unspecified)	44	11
CC1=C(C(=O)OCC2CCCO2)C(c2ccncc2)C2=C(CCCC2=O)N1 (stereo unspecified)	12	35
COc1ccc2oc(=O)c(C(=O)NCC3CCCO3)cc2c1 (stereo unspecified)	11	31
COc1cccc(C(=O)CSc2nnc(-c3ccco3)n2CC2CCCO2)c1 (stereo unspecified)	33	24
CC(O)CNc1nc2c(c(=O)n(C)c(=O)n2C)n1Cc1cccc(Br)c1 (stereo unspecified)	2	38
O=C(NCc1ccco1)c1ccc(COCC(F)(F)F)cc1	-259	69
CCn1c(=O)cc(OCC(=O)Nc2ccccc2C#N)c2ccccc21	-8	35
Cc1cc(C)n2nc(C(=O)N3CCOCC3)nc2n1	-18	41
Cc1ccc(CNC(=O)C2CC(=O)N(C3CCCCCCC3)C2)cc1 (stereo unspecified)	20	30
COc1ccccc1Oc1cc(C#N)c(C#N)cc1-n1nnc2ccccc21	26	28
CCOC(=O)c1sc(=S)n(-c2ccccc2)c1N	34	13
COc1cccc(CNC(=O)C2CCCN(c3nc4ccccc4o3)C2)c1 (stereo unspecified)	-19	51
CCOC(=O)C(O)(CC(=O)Nc1cc(F)ccc1C)C(F)(F)F (stereo unspecified)	-24	24
Cc1cc(C)cc(NC(=O)CCC(=O)Nc2cc(C)on2)c1	-33	27
CCOc1ccc(/C(O)=C2\C(=O)C(=O)N(CCN(C)C)C2c2cccc(OC)c2OC)cc1Cl (stereo unspecified)	4	19
CC(C)Sc1nc2c(c(=O)[nH]c(=O)n2C)n1C	6	34
O=C(CCCOc1ccccc1)Nc1nncs1	-66	51
CCN(CC)CCCNC(=O)Cn1nc(-c2ccccc2)ccc1=O	-10	44
O=C(COc1ccccc1)N1CCc2ccccc2C1	15	16
CCCCN(C)CCCNC(=O)CC1Oc2ccccc2NC1=O (stereo unspecified)	18	27
CCOC(=O)c1ccccc1NC(=O)COC(=O)C1=COCCO1	-201	61
Brc1ccc(/C=N/Nc2ccc3ccccc3n2)cc1	-27	38
NC(=O)CSc1nnc(CCc2nc3ccccc3[nH]2)n1-c1ccccc1	34	13
COCCNC(=O)C(c1cccs1)N(C(=O)Cn1nnc2ccccc21)c1cccc(C)c1 (stereo unspecified)	70	5.8
CC(NC(=O)CSc1n[nH]c(=O)n1C1CC1)C12CC3CC(CC(C3)C1)C2 (stereo unspecified)	-20	25
Remaining list, next part.
SMILES	Htt clearance	Htt clearance grain fraction
COc1ccccc1C(=O)N1CCNC(=O)C1CC(=O)Nc1ccc(Cl)cc1 (stereo unspecified)	38	12
Cc1ccc(S(=O)(=O)N2CCN(S(=O)(=O)c3ccc(C)cc3)C2c2ccccc2)cc1	2	32
COc1ccc(C2N=C(c3ccccc3)NC(c3ccccc3)=N2)cc1	-37	26
O=C(O)CSc1nnc(-c2cc3ccccc3o2)n1-c1ccccc1	-16	23
CCc1nc(NCCN)c(C#N)c2c1CSC(C)(C)C2	0	28
COC(=O)c1ccccc1NC(=O)CN(C)S(=O)(=O)c1cc(C)ccc1OC	24	15
Cc1noc(C)c1C(=O)N1CCOCC1	-31	26
CCCCCOC(=O)Cn1c(N2CCOCC2)nc2c1c(=O)[nH]c(=O)n2C	-2	39
CCn1c(CSc2nnc(-c3ccoc3C)n2C)nc2cc(S(=O)(=O)N(C)C)ccc21	-47	45
COCC(=O)Nc1nc(-c2ccccc2)ns1	3	18
C=CCNc1nc(-c2ccccn2)nnc1-c1ccccc1	17	17
CC1(C)CC(=O)C=C(Nc2ccccc2O)C1	2	35
Cc1cc(C)nc(N2CCCC(C(=O)Nc3ccc4c(c3)OCCO4)C2)n1 (stereo unspecified)	-25	26
CCC(C)(C)C1CCC2(CC1)NC(CO)(CO)CO2 (stereo unspecified)	7	17
COCCSc1ccccc1C(=O)NCCCn1ccnc1	20	15
O=C(COC(=O)c1ccc(Br)o1)Nc1ccc(S(=O)(=O)N2CCCC2)cc1	-8	18
Cc1ccc(CN2C(=O)CCC2C(=O)NCc2ccc3c(c2)OCO3)cc1 (stereo unspecified)	3	42
O=C(CN1CCCCCC1)N/N=C/c1cccs1	-15	35
CCN1CC=C2C(C#N)=C(N)C(C#N)(C#N)[C@H](c3ccoc3)[C@H]2C1	16	34
CCOc1ccc(N2C(=O)CC(SC(=NC)Nc3ccc(F)cc3)C2=O)cc1 (stereo unspecified)	-22	22
O=C(c1cccc(-c2nnc(-c3ccccc3)o2)c1)N1CCCCC1	14	15

Compound activity as filed in PubChem.
